High-throughput results deposited in PubChem BioAssay by several laboratories.
CaV13 ICDI inh = Primary screen for inhibitors of IQ motif and Ca2+-dependent inactivation inhibitor domain binding in CACNA1D, Förster resonance energy transfer in living cells, …; HEK cells, CFP/YFP FRET ICDI-IQ, plate reader, 10 min; percent FRET-ratio fall versus neutral wells; inhibition, % at 12.3 µM; 0.098% of 340,000 active; AID 743397;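 active means mean replicate inhibition of at least 30% and at least 1% of replicates passing that level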;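 further: 0% = median of the neutral control wells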
Exocytosis inh = blocks lytic granule exocytosis. AID 651702. inhibition, % at 10 µM. 0.66% of 360,000 active. TALL-104 LAMP-1 surface exposure, flow cytometry; cells stimulated with thapsigargin and PMA;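 active means inhibition above about 55%, limit read from the data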
m5-HT2A agonist = mouse HTR2A agonism via beta-arrestin recruitment | 0.66% of 360,000 active | activation, % at 7.6 µM | P35363 | CHO-K1 mHTR2A beta-arrestin complementation, luminescence; percent of 30 µM serotonin response;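 active means activation above a run cutoff, the mean activation of all tested compounds plus 3 SD, cut at about 14% in these data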;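 further: 0% = plate median of compound wells and 100% = 30 µM serotonin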
Target sequence (P35363 whole entry, looked up): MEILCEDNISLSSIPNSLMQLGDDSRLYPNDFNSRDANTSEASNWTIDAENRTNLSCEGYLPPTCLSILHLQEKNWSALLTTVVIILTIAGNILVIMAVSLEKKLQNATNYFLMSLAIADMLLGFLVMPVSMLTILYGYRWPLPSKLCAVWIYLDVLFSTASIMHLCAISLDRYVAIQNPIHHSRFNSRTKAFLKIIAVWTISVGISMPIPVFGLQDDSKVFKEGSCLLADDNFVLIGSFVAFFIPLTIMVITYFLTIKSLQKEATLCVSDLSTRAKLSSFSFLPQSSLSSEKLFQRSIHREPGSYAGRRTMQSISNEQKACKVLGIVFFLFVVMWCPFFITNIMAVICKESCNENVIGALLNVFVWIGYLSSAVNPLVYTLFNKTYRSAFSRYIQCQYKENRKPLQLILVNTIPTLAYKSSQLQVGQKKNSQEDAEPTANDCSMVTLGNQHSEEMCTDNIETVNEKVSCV
MC4R ag barr = activates human MC4R beta-arrestin recruitment | U2OS MC4R beta-arrestin complementation, luminescence; percent of melanotan II response, DMSO zero | activation, % at 8.9 µM | 0.98% of 360,000 active;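 active means activation above a per-plate cutoff, the mean activation of sample wells on that plate plus 3 SD, cut at about 8% in these data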
Target sequence (P32245 whole entry, looked up): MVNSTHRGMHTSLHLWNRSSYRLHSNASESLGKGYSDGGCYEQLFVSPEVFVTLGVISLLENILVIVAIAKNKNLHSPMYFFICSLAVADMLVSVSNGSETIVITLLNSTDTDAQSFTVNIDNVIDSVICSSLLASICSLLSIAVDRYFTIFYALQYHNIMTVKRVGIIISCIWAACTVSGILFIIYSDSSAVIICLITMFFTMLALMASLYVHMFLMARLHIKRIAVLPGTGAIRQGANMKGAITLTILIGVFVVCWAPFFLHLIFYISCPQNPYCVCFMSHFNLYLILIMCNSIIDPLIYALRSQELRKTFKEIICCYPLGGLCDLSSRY
MC4R antagonist = human MC4R antagonism in cAMP assay; P32245; MC4R-expressing cells, MTII-stimulated cAMP, LANCE TR-FRET; inhibition, % at 6.5 µM; 0.48% of 360,000 active; AID 540295;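 active means inhibition above its plate's cutoff, the mean of tested wells on that plate plus 3 SD, cut at about 29% in these data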;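 further: 0% = Melanotan II alone and 100% = Melanotan II plus saturating MCL0020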
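Assay system: human MC4R-expressing U2OS cells; reagent: Melanotan II stimulation of cells; dosing: 6.5 µM single dose; timing: compound 30 min, challenge 1 h, detection 1 h; signal: TR-FRET cAMP assay; replicates: one well per compound, no replicates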
PDI inh = PDI (human) enzyme inhibition | P07237 | PDI insulin aggregation turbidity, A650, 90 min | inhibition, % at 10 µM | 0.052% of 350,000 active | AID 588391;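 active means mean inhibition across replicates of 30% or more, whatever share of single replicates reach that level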;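 further: absorbance from insulin aggregation driven by PDI reduction with DTT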
N-glyco inh = N-linked glycosylation inhibition. D54 ERlucT glycosylation luciferase reporter, 24 h; percent of 100 nM tunicamycin response. reporter increase, % at 12.5 µM. 0.23% of 360,000 active. AID 588692;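 active means mean luciferase reporter signal, scaled so untreated is 0 and the glycosylation-blocking control 100, at or above a set limit in every replicate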;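 further: luciferase carries N-glycosylation sites so blocking glycosylation raises the light; 0% = median of neutral control wells and 100% = median of 100 nM tunicamycin wells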
H9c2 protect = modulators protecting cardiomyocytes from myocardial damage; AID 588492; 0.63% of 360,000 active; protection from H2O2 cell death, % at 20 µM; H9c2 cardiomyocytes, H2O2 injury protection, ATPLite, 2 h;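 active means compounds giving at least 50% protection of heart cells from peroxide-induced death in the single-dose screen, raw or plate-pattern-corrected value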;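 further: 0% = DMSO wells with peroxide and 100% = DMSO wells without peroxide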
ABCB6 inh MLPCN = blocks the human ABCB6 transporter; K562-ABCB6 porphyrin accumulation, flow cytometry, 1 h; hits give low values; Q9NP58; AID 602162; fluorescence ratio to DMSO, % at 10 µM; 0.19% of 360,000 active;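 active means fluorescence ratio to DMSO below 75%, the collection mean minus 3 SD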;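 further: signal is porphyrin accumulated inside mitochondria; 100% equals median channel fluorescence of DMSO control wells; lower ratio means ABCB6 inhibition with less porphyrin fluorescence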
ABHD5-PLIN5 inh = blocks binding of human ABHD5 to perilipin-5. Q00G26+Q8WTS1. Split G. princeps luciferase complementation, luminescence, 4 h. inhibition, % at 4 µM. 0.78% of 360,000 active. AID 602281;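 active means inhibition above the mean inhibition across every tested compound plus 3 SD, cut at about 22% in these data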;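 further: 0% = DMSO only wells and the 100% control is not disclosed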
Active calls of the source: *; / = not tested or not shown.

Values run as follows: H9c2 protect, N-glyco inh, Exocytosis inh, CaV13 ICDI inh, m5-HT2A agonist, MC4R ag barr, ABCB6 inh MLPCN, PDI inh, ABHD5-PLIN5 inh, MC4R antagonist
- CCCn1cnc2cc(NCc3cccc(OC)c3)ccc21
  1, 5, 2, -11, -1, -1.7, 101, -7, -2, 3
- Cc1cc(C)nc(Nc2nc(C)c3cc4c(cc3n2)OCO4)n1
  0, 2, 3, -5, 1, -0.3, 97, 5, -1, -3
- Cc1ccc(C)c(-n2c3nc(=O)[nH]c(=O)c-3cc3cc([N+](=O)[O-])ccc32)c1
  0, 10, 9, -6, 1, 1.1, 102, -10, 16, -22
- FC(F)(F)c1cccc(N2CCN(Cc3cccnc3)CC2)c1
  -2, 0, -3, -9, -2, -0.6, 99, 0, 6, -2
- O=c1cc(CSc2ccc(S(=O)(=O)N3CCCCC3)cn2)nc2sccn12
  38, -7, -1, /, 3, -2.0, 87, 2, -1, 19
- O=C(NCC(=O)N(Cc1cccs1)C(C(=O)NC1CCCCC1)c1cccnc1)c1ccco1 (stereo unspecified)
  5, -1, -2, 0, 4, -0.8, 100, -1, -2, 13
- O=C1NC[C@H](CCCCN2CCN(CC3CCCCC3)C(=O)C2=O)N(CCC2CCCCC2)C1=O
  /, /, -6, -4, -1, /, 93, /, 7, /
- O=[N+]([O-])c1ccc(O)c(/C=N/n2cnnc2)c1
  5, 0, 4, -6, -4, -3.4, 97, -1, 3, 12
- Cc1ccc(C(=O)C[n+]2ccc(Cc3ccccc3)cc2)cc1
  -13, -7, 18, -10, -4, -1.2, 94, -2, 6, 21
- CC(=O)N1CCN(c2ccccc2NC(=O)c2cccs2)CC1
  5, 1, -20, /, 1, 1.3, 92, -4, 8, 3
- C=Cn1cc[n+](CC(=O)c2ccc(-c3ccccc3)cc2)c1
  -1, -3, 4, -4, -6, -1.5, 99, 8, 9, 1
- COc1ccc2ccccc2c1C(O)c1nccn1C (stereo unspecified)
  -2, -1, 0, -4, -4, -3.2, 102, -1, -6, 0
- CCNC(=O)CN(c1ccc(Cl)cc1)S(=O)(=O)c1ccccc1
  4, 0, -3, -6, -8, -2.6, 95, 0, -5, 7
- Nc1nc2ccc(Cl)cc2o1
  -2, 1, -4, -5, 10, -1.0, 100, -2, 6, 1
- CCOc1ccc(NC(=O)CCC(=O)O)cc1
  4, 1, 4, -4, -2, -0.8, 99, 0, -2, 4
- CCc1ccc([C@@H]2C[C@H]3[C@@H](CN2S(=O)(=O)c2ccc(C)cc2)C(=O)C[C@@H](c2ccc(Cl)cc2)N3S(=O)(=O)c2ccc(C)cc2)cc1
  2, -10, -5, -4, -2, /, 97, /, -13, /
- CCn1c(CC(=O)Nc2ccccc2F)nnc1SCC(=O)NC1CCCCC1
  -5, -1, 8, -3, -2, 0.4, 97, 7, 2, 2
- CNC(=S)N=Nc1c(O)[nH]c2ccccc12
  2, 4, -1, -3, -2, -2.5, 101, -2, 3, -28
- OCCc1c[nH]c2ccccc12
  1, 2, -2, /, -1, -0.2, 99, /, -7, 10
- CCOC(=O)NC(O)C(=O)c1ccc(F)cc1 (stereo unspecified)
  -3, 0, -1, 5, -1, 1.1, 101, 13, 5, 4

Reprinted from the part before: 2 entries; new compounds follow.
Values run as follows: H9c2 protect, N-glyco inh, Exocytosis inh, CaV13 ICDI inh, m5-HT2A agonist, MC4R ag barr, ABCB6 inh MLPCN, PDI inh, ABHD5-PLIN5 inh, MC4R antagonist
- OCCc1c[nH]c2ccccc12
  1, 2, -2, /, -1, -0.2, 99, /, -7, 10
- CCOC(=O)NC(O)C(=O)c1ccc(F)cc1 (stereo unspecified)
  -3, 0, -1, 5, -1, 1.1, 101, 13, 5, 4
- COC(=O)c1ccc(-c2nc(CN3CCN(Cc4cccc(C)c4)CC3)c(C)o2)cc1
  -2, -1, 5, -1, -10, -1.4, 98, 0, -1, 12
- Cc1cccc(NC(=O)CNC(=O)c2ccccc2Cl)n1
  3, 1, -1, -6, 4, -0.4, 96, -2, -1, 2
- N#Cc1ccsc1NC(=O)CN1CCN(S(=O)(=O)c2ccc3ccccc3c2)CC1
  -3, -1, 12, -5, -1, 0.7, 99, 0, -4, 18
- CC(C)[C@@H]1N[C@]2(C(=O)Nc3ccccc32)[C@@H]2C(=O)N(c3cccc(C(F)(F)F)c3)C(=O)[C@@H]21
  -3, 2, 0, -3, -2, -0.9, 95, 22, -8, 12
- NCCCC[C@H]1CNC(=S)N1CC1CCCCC1
  3, -1, 28, -6, 7, -1.9, 96, 1, -6, 0
- Cc1cc(C)c2c(c1)c(C)cc1nnc(SCC(=O)c3cccs3)n12
  16, -1, 30, /, -3, -1.8, 105, -4, 3, 4
- O=C(COC(=O)CCc1nc2ccccc2c(=O)[nH]1)NC(=O)NC1CCCC1
  34, 13, -11, -19, 2, -1.1, 104, 2, -2, 13
- COc1ccc(C(=S)N2CCN(c3cccc(Cl)c3)CC2)c(OC)c1
  -5, 9, 4, -2, -10, -3.2, 101, 9, -10, -11
- Cc1c(CNCCc2ccc(Cl)cc2)c(C(=O)O)c(C)n1Cc1ccccc1
  -8, -2, -2, -4, -3, -3.3, 100, 12, 4, 13
- CSC[C@H](NC(=O)COc1cc2c(c3oc(=O)c(C)c(C)c13)CCC(C)(C)O2)C(=O)O
  1, 0, -6, -6, 7, -0.2, 98, -19, 2, 1
- C[C@@H]1CN([C@@H](C)CO)C(=O)c2cc(Br)cnc2O[C@@H]1CN(C)S(=O)(=O)c1ccc(F)cc1
  3, 1, 5, -7, 3, 0.0, 98, 0, -1, 3
- COc1ccc(S(=O)(=O)N(C)[C@H]2C[C@H]3c4cc(N5CCN(C)CC5)ccc4CCN3C(=O)[C@H]2[C@H](C)O)cc1
  1, 4, -1, -2, -4, -0.7, 97, 9, 3, 4
- COc1ccc(-c2nc(CS(=O)CC(=O)NCCN3CCCCC3C)c(C)o2)cc1OC (stereo unspecified)
  0, 4, 2, -4, 4, 0.9, 96, 2, -10, 7
- COC(=O)c1ccccc1NC(=O)c1ccnn1C
  0, 5, -2, -4, 7, -0.5, 97, -66, 4, -1
- Cc1ccc(SCC(=O)NC(=O)c2ccc(S(=O)(=O)N(C)C)cc2)cc1C
  -1, 1, -3, -3, 5, -0.3, 105, -2, -2, 1
- COc1ccc(-c2nc3ccccc3c(=O)n2CC(C)C)cc1
  -1, -1, 2, -4, 7, -2.1, 124, 12, -2, 2
- COc1c(C)cc(C(=O)C2CCCN(C(=O)c3ccoc3)C2)cc1C (stereo unspecified)
  -3, 2, 2, -3, -1, -1.4, 100, -2, 0, 15
- COc1ccc(CN2CCN(CCc3ccccc3)C(CCO)C2)cc1Cn1cncn1 (stereo unspecified)
  -1, -1, -4, -10, -7, -2.4, 105, -17, 2, -2
- Cc1csc(NC(=O)CSc2nnc(-c3ccc(S(=O)(=O)N4CCCC4)cc3)o2)n1
  7, -3, 1, -5, 5, -0.4, 105, -8, 5, 14
- CC(C)c1cccc(C(C)C)c1OCCCCN1CCCC1
  -3, -2, 2, -5, -2, -1.0, 98, -2, -2, -3
- O=S1(=O)c2c(F)cccc2OC(COCc2ccccc2)CN1C1CCCC1 (stereo unspecified)
  -14, -4, -13, -11, 7, -0.9, 97, 4, 3, 11
- CSc1nc(=O)n(CCC#N)nc1SC
  27, 1, -8, -9, -4, /, 97, /, 20, /
- COc1cccc(CNC(=O)[C@@H]2CCCN2C(=O)[C@@H]2CCCN2C(=O)c2c(F)cccc2F)c1
  /, /, -7, -6, -1, /, 95, /, 0, /
- CCCCNC(=O)CN1C(=O)NC2(CCCc3ccccc32)C1=O (stereo unspecified)
  3, 1, -4, -3, 5, 2.3, 87, 13, 9, -4
- CCOc1ccc(NS(=O)(=O)c2ccc(C(=O)N3CCCCCC3)cc2)cc1
  -21, -3, -1, -1, 2, 0.6, 99, 3, -11, -2
- CC(NC(=O)CCl)c1ccccc1Br (stereo unspecified)
  -10, 4, -12, -1, -1, 0.2, 96, 4, 3, 26
- O=C(COC(=O)c1cc([N+](=O)[O-])ccc1NCCO)c1ccccc1
  9, -4, -4, -3, -3, -3.9, 98, 6, 6, -3
- COc1ccc(C(=O)N2CCN(c3ccc(C(C)=O)cc3F)CC2)cc1S(=O)(=O)NC1CC1
  1, 2, 8, -6, 8, -1.3, 101, 1, -9, -1
- Cc1cc(NC(=O)CCCC(=O)Nc2ccc(F)cc2)no1
  4, 0, 1, 3, -2, -2.0, 93, -4, 2, 0
- Fc1cc(F)c2nc(Nc3nc4cc5c(cc4s3)OCO5)sc2c1
  -2, 7, -7, -3, 4, 0.4, 93, 0, -1, 3
- N/N=C(\c1ccccc1)c1cc(Br)ccc1N
  -4, 1, 3, -4, -7, 2.3, 96, -2, 2, 10
- O=C(/C=C/c1ccco1)N1CCN(S(=O)(=O)c2ccccc2)CC1
  4, 1, 3, -2, 0, -1.4, 89, 2, 19, 1

Entries of single compounds from above. Order of values: H9c2 protect	N-glyco inh	Exocytosis inh	CaV13 ICDI inh	m5-HT2A agonist	MC4R ag barr	ABCB6 inh MLPCN	PDI inh	ABHD5-PLIN5 inh	MC4R antagonist
Cc1cc(NC(=O)CCCC(=O)Nc2ccc(F)cc2)no1 is entered as 4	0	1	3	-2	-2.0	93	-4	2	0
COc1cccc(CNC(=O)[C@@H]2CCCN2C(=O)[C@@H]2CCCN2C(=O)c2c(F)cccc2F)c1 is entered as /	/	-7	-6	-1	/	95	/	0	/
O=S1(=O)c2c(F)cccc2OC(COCc2ccccc2)CN1C1CCCC1 (stereo unspecified) is entered as -14	-4	-13	-11	7	-0.9	97	4	3	11
O=C(/C=C/c1ccco1)N1CCN(S(=O)(=O)c2ccccc2)CC1 is entered as 4	1	3	-2	0	-1.4	89	2	19	1
CSc1nc(=O)n(CCC#N)nc1SC is entered as 27	1	-8	-9	-4	/	97	/	20	/
